Bioassay records from PubChem BioAssay.
bovine MsrA act = activators of bovine methionine sulfoxide reductase A | purified bovine MsrA, absorbance read-out | activation, % at 10.6 µM | 360,000 compounds, 0.3% hits; in the data active means activation above about 7.5%;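 further: 0% = vehicle and 100% = reference activator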
CSN deneddyl inh = inhibitors of human CSN-mediated cullin deneddylation. Purified CSN, SCF-Nedd8-OG deneddylation, fluorescence polarization. AID 651999. 360,000 compounds, 0.38% hits. inhibition, % at 12.5 µM;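 active means pattern-corrected inhibition above about 35%, with an unprinted fluorescence ratio check between 0.5 and 1.5, limit read from the data, passing the limit was not always enough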;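 further: 0% = enzyme with substrate and 100% = substrate without enzyme; some results filed as inactive read as strong as hits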
Target sequence (Q92905 whole entry, looked up, one chain of several): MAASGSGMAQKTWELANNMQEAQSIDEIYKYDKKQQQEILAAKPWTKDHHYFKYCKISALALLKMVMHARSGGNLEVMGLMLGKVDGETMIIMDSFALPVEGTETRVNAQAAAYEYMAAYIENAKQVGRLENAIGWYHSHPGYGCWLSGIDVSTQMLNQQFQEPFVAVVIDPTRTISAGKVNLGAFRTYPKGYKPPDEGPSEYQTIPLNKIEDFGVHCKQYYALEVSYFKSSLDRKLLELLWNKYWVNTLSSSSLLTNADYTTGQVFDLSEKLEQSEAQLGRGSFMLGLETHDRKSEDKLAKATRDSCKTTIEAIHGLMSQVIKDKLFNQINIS
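Assay system: HEK293T-derived human Csn5 enzyme; quantity: 0.24 nM enzyme; medium: Tris/NaCl/DTT buffer, pH 7.5; also added: substrate SCFSkp2-Nedd8OG, 10 nM; doses: 12.5 µM compound; schedule: 90 min reaction at room temperature; signal: FP; read-out: % inhibition of substrate cleavage by Csn5; benchmarks: substrate-only high control, full reaction low control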
eLon inh = inhibitors of E. coli Lon protease | P0A9M0 | purified E. coli Lon protease, fluorescence polarization | inhibition, % at 7.94 µM | 360,000 compounds, 0.42% hits | AID 602123; in the data active means inhibition above about 13%, passing the limit was not always enough;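 further: 0% = enzyme with probe and DMSO and 100% = no enzyme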
MLLE-PAM2 inh = blocks PAM2 peptide binding to the PABP1 MLLE domain; 360,000 compounds, 0.36% hits; P11940; inhibition, % at 20 µM; GST-MLLE / FITC-PAM2 fluorescence polarization; in the data active means inhibition above about 35%, passing the limit was not always enough;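 further: plate controls were DMSO wells with GST-MLLE for no effect and wells lacking GST-MLLE protein for full effect; some results filed as inactive read as strong as hits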
Rin1 Abl inh = blocks binding of human Rin1 to Abl; P00519+Q13671; TR-FRET Rin1/Abl binding, biochemical; inhibition, % at 7.35 µM; 360,000 compounds, 0.4% hits; in the data active means inhibition above about 5%, passing the limit was not always enough
Neddyl block = blocks human cullin neddylation | P61081+Q13564 | TR-FRET cullin neddylation, biochemical | calls only at 25 µM | 360,000 compounds, 0.58% hits; in the data active means inhibition above about 36%
Target sequence (P61081 whole entry, looked up): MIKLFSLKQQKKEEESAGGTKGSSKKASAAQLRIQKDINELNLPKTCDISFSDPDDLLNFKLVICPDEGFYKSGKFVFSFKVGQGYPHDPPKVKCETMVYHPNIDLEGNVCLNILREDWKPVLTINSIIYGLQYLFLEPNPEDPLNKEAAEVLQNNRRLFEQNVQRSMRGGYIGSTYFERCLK
Target sequence (Q13564 whole entry, looked up): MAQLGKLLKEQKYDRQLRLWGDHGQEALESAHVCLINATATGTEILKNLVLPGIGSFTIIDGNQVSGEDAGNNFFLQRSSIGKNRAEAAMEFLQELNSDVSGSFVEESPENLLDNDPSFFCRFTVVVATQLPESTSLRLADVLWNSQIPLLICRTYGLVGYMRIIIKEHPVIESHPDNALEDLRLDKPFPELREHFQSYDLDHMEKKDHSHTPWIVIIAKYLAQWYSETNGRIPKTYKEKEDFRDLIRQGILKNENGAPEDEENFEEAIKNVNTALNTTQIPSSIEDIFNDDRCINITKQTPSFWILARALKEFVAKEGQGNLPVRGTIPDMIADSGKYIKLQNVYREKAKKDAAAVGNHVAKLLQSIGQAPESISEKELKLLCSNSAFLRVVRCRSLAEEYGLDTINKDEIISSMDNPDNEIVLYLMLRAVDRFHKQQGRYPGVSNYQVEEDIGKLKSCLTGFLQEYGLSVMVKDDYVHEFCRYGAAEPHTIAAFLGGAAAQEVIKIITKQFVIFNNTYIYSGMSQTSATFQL
FAS-TE inh = FAS thioesterase (human) inhibition; inhibition, % at 15 µM; P49327; 360,000 compounds, 0.67% hits; recombinant FAS-TE, OMFH fluorogenic substrate, fluorescence endpoint;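 active means compounds whose normalised, plate-corrected inhibition of enzyme fluorescence in the single-dose primary screen is 50% or more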;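 further: 0% = DMSO with enzyme and 100% = substrate without enzyme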
MsrA inhibitor = inhibitors of bovine MsrA; AID 651718; 360,000 compounds, 0.75% hits; purified bovine MsrA, absorbance read-out; inhibition, % at 15.5 µM; in the data active means inhibition above about 4.5%;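 further: 0% = vehicle wells with enzyme and 100% = reference inhibitor wells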
TbMetRS inhib = blocks T. brucei methionyl-tRNA synthetase activity | purified T. brucei MetRS, ATP depletion, Kinase-Glo luminescence | inhibition, % at 11.9 µM | 360,000 compounds, 0.4% hits | AID 624268;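 active means inhibition above a per-plate cutoff of the control wells' mean inhibition plus 3 SD, cut at about 5.5% in these data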;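 further: 0% = DMSO wells median and 100% = median of wells with control inhibitor compound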
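Test system – parasite MetRS enzyme · Reagent – substrates ATP, L-methionine and bulk Escherichia coli tRNA · Doses – 11.9 µM compound single dose, 0.9% DMSO · Times – 15 min enzyme-compound preincubation, 2 h reaction, 10 min detection, 25 °C · Signal – Kinase-Glo luminescence, ATP depletion format · Controls – DMSO-only wells as low control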
* = called active by the depositor; i = inactive; · = no result given.

SMILES	bovine MsrA act	CSN deneddyl inh	eLon inh	MLLE-PAM2 inh	Rin1 Abl inh	Neddyl block	FAS-TE inh	MsrA inhibitor	TbMetRS inhib
Cc1ccc(S(=O)(=O)N2CC3C(=O)C[C@@H](c4ccccc4)N(S(=O)(=O)c4ccc(CCCOCCOCCNC(=O)OC(C)(C)C)cc4)C3CC2c2ccccc2)cc1 (stereo partly drawn)	·	-2	·	·	·	i	·	-0.2	0.2
CCCCn1nnnc1C(c1cc2ccccc2o1)N1CCN(CC(=O)N2CCCC2)CC1 (stereo not drawn)	-2	4	-1	·	·	i	-10	-1.8	-0.1
c1ccc2c(-c3nn4nnnc4c4ccccc34)cccc2c1	-2	4	5	-3	1	i	13	1.2	-0.1
O=C(N/N=C/c1cccn1-c1ccc([N+](=O)[O-])cc1)C(O)c1ccccc1 (stereo not drawn)	-6	-1	-5	4	-1	i	18	3.0	1.8
CC(C)NC(=O)c1ccc(Sc2ccccc2)c([N+](=O)[O-])c1	-10	-2	0	-4	0	i	8	0.7	-1.5
Cc1nnsc1C(=O)NC1CCCc2c1cnn2-c1ccc(C(C)(C)C)cc1 (stereo not drawn)	-2	0	1	-6	0	i	13	-1.0	-0.3
O=C(O)C1CCCN1C(=O)Nc1ccc(Cl)cc1 (stereo not drawn)	-1	3	-6	0	2	i	-7	-0.7	-0.1
CC(C)(C)C(=O)NCc1ccc(C(=O)CN2C(=O)NC3(CCCC3)C2=O)s1	-3	-1	-2	-5	0	i	-2	1.6	-0.6
NC(=O)c1ccccc1OCC(=O)NS(=O)(=O)c1ccccc1	-5	1	-7	-19	5	i	-2	0.0	-0.6
COc1ccc(C(N)CCc2ccco2)cc1 (stereo not drawn)	0	17	-20	-35	-4	i	-14	-0.1	-0.5
O=C(NCCc1nnc2ccc(SCC(=O)N3CCCC3)nn12)c1ccc(F)cc1	-6	4	-2	-3	7	i	-3	0.2	-0.5
C=C(C)Cn1c(C(C)NC(=O)CCC)nc2ccccc21 (stereo not drawn)	1	1	4	-6	8.6*	i	-2	1.3	0.4
COc1ccc(N2C(=O)C3C(C2=O)C(C(=O)c2ccc(Cl)cc2)N2CCCC32)cc1 (stereo not drawn)	-3	6	-12	-19	1	i	11	-1.0	0.3
COc1ccc(-c2c/c(=N\c3nc(-c4ccccc4)c(C)s3)c3ccccc3o2)cc1O	3	0	-15	-30	-3	i	21	3.1	-0.5
CN(C)CCOC(=O)C12CC3CC(C1)CC(C(=O)OCCN(C)C)(C3)C2	-1	-3	-1	-1	0	i	-5	-1.0	0.2
Cc1coc(C)c1C(=O)CC1(O)C(=O)N(C)c2ccc(Cl)cc21 (stereo not drawn)	-5	2	-5	-5	3	i	-1	0.7	-1.0
O=C(Nc1ccccc1Cl)c1cc(C2CCCCN2C(=O)CCc2ccccc2)on1 (stereo not drawn)	-2	5	5	-14	-1	i	25	-0.1	0.0
Cc1cccc(NC(=S)N2CCOCC2)c1C	-2	-3	-6	5	-3	i	-10	1.9	-0.9
Cc1ccccc1NS(=O)(=O)c1ccc(C(=O)NCc2ccccc2CN2CCCC2)cc1	0	-1	-11	-1	-1	i	1	-0.1	0.1
C=CC(=O)Oc1ccc(N2Cc3ccccc3C2=O)cc1	-7	11	0	14	-5	i	-6	·	-0.1
COC(=O)c1ccc2nc(-c3ccc(F)cc3)c(Cc3ccccc3)n2c1	-2	-5	9	13	4	i	8	-1.3	0.3
O=C(O)c1cc(N/N=C/c2ccc(OCc3ccccc3)cc2)ccc1Cl	-7	2	6	-11	0	i	41	-0.3	-0.9
Cc1ccc(C(=O)NC(=S)NNC(=O)CCN2CCOCC2)cc1	-4	-5	-8	8	-2	i	-9	-0.1	-1.0
C[C@H](CO)N1C[C@H](C)[C@@H](CN(C)S(=O)(=O)c2cn(C)cn2)Oc2c(NS(=O)(=O)c3cccs3)cccc2C1=O	-6	-2	-1	1	-2	i	-7	0.0	-2.5
CC(Sc1nnc(-c2ccco2)n1C)C(=O)N1C(C)CCCC1C (stereo not drawn)	-1	2	-8	4	0	i	-6	1.8	0.2

Additional results follow:
SMILES	bovine MsrA act	CSN deneddyl inh	eLon inh	MLLE-PAM2 inh	Rin1 Abl inh	Neddyl block	FAS-TE inh	MsrA inhibitor	TbMetRS inhib
COP(=O)(OC)OC(C(=O)c1ccccc1)c1ccc(Cl)cc1 (stereo not drawn)	·	-2	·	·	·	i	·	2.0	-0.8
Cn1c(=O)n(Cc2ccc(Cl)cc2)c(=O)c2c1nc1n2CCN1Cc1ccco1	-1	4	-4	-13	2	i	8	-0.1	0.6
COc1c(S(=O)(=O)N2CCN(C)CC2)ccc(Cl)c1Cl	-3	-2	-2	-1	2	i	-7	-0.1	-1.0
O=C(CN1CCOCC1)Nc1nc(-c2ccc(Cl)cc2)cs1	-5	5	1	2	0	i	6	-1.1	-0.9
O=C(Nc1cc(Oc2ccc(Cl)cc2)cc([N+](=O)[O-])c1)c1ccco1	-4	-6	-6	0	2	i	56*	0.9	-0.6
Cc1cc(C)cc(-n2c(C)cc(/C=C3\C(=N)N4N=C(CC(C)C)SC4=NC3=O)c2C)c1	-2	9	-13	-7	1	·	34	0.5	-0.3
CCNC(=S)NCc1ccc(F)cc1	-13	-10	5	-57	3	i	-15	-1.5	-1.2
CC(c1cccs1)N(C)Cc1nc(CCc2ccccc2)no1 (stereo not drawn)	-2	-2	-4	2	0	i	16	-0.2	-0.7
COCc1c(Br)c(C)nc(OCC(=O)N/N=C/c2ccc(C)o2)c1C#N	-3	10	4	12	1	i	6	1.9	0.1
COc1ccc(N=C2SC(C(N)=O)CC(=O)N2CCc2ccc(OC)c(OC)c2)cc1 (stereo not drawn)	1	3	-2	8	2	i	-7	-0.2	-0.3
COc1ccc(S(=O)(=O)c2c(N)n(Cc3ccco3)c3nc4ccccc4nc23)cc1	-1	14	-31	23	-5	·	-15	2.1	0.9
COc1cc([C@H]2OC[C@H]3[C@@H]2CO[C@@H]3c2ccc(O[C@H]3O[C@H](CO)[C@@H](O)[C@H](O)[C@H]3O)c(OC)c2)ccc1O[C@@H]1O[C@H](CO)[C@@H](O)[C@H](O)[C@H]1O	-14	-1	-3	2	2	i	-6	-0.7	-0.3
CC(C)Oc1cccc(C(=O)NC2=NCCS2)c1	-3	-17	-1	7	-4	i	-4	-0.8	0.2
Cc1nc(N2CCN(Cc3ccccc3)CC2)[nH]c(=O)c1C	-2	-4	2	-11	2	i	-9	1.6	-0.8
COc1cc(/C=C/C(=O)OCC(=O)Nc2cc(C)on2)ccc1OCC#N	-3	-5	-6	2	-1	i	-5	-0.7	-0.3
COc1cccc(OC)c1C(=O)N1CC(C)OC(C)C1 (stereo not drawn)	-14	-5	-4	7	3	i	-9	-0.8	-2.1
COc1ccc(-c2[nH]ncc2CN(C)C(C)c2cccs2)c(F)c1 (stereo not drawn)	-2	-6	-3	1	0	i	3	-0.4	-0.2
Nc1nc(-c2ccc(C(=O)O)cc2)cs1	1	-5	2	14	-1	i	-3	1.9	-0.5
COCCNC(=S)N(C)[C@H]1C[C@H]2c3cc(-c4ccccc4)ccc3CCN2C(=O)[C@H]1[C@H](C)O	-1	-3	-7	-49	-3	i	1	-0.6	-0.8
CCOc1ccc(N(CC(=O)NCCc2ccccc2)C(=O)CCC(=O)Nc2nccs2)cc1	-10	1	0	2	2	i	1	0.6	-1.4
COc1ccc(-c2cnnc(N/N=C/c3ccc(O)c(O)c3)n2)cc1	-4	3	-3	4	3	i	-12	2.6	0.1
Cc1cc(C)nc(SCC(=O)c2ccc(O)c(O)c2)n1	1	-1	-4	38	3	i	-9	1.7	-0.2
O=C(O)CCCn1cc(NC(=O)COc2ccccc2[N+](=O)[O-])cn1	-5	-12	8	-14	3	i	2	-1.1	0.1
COC(=O)c1cn(-c2ccccc2)c(C)c1C(=O)OC	-4	-5	-5	-6	2	i	-1	0.2	-0.7
CCc1cccc(NS(=O)(=O)c2c(C)nc3sc(CC)nn3c2=O)c1	2	4	-9	-1	-2	i	-2	0.0	-0.2

More records:
SMILES	bovine MsrA act	CSN deneddyl inh	eLon inh	MLLE-PAM2 inh	Rin1 Abl inh	Neddyl block	FAS-TE inh	MsrA inhibitor	TbMetRS inhib
CN(C)C1CN(Cc2cn(Cc3ccccc3)nn2)S(=O)(=O)C1 (stereo not drawn)	-7	1	-7	·	·	i	-12	1.1	-1.3
Cc1cc([N+](=O)[O-])nn1CCC(=O)Nc1nccs1	-11	-6	-3	-1	-1	i	-1	2.1	-1.2
CCC(=O)Nc1cc(OC)cc(OC)c1	-2	-3	2	8	4	i	-1	0.7	-0.7
CCOC(=O)c1ccc(S(=O)(=O)N2CCN(CC(O)COc3cccc(C(C)=O)c3)CC2)cc1 (stereo not drawn)	0	7	8	24	1	i	0	-0.6	-0.3
Nn1c(Cc2ccccc2F)nnc1SCCOc1ccc(Cl)cc1	-7	-3	10	-83	-1	i	5	-0.8	-0.8
COc1ccc(Br)cc1CN1CCN(c2ncccn2)CC1	-4	-1	-2	8	-1	i	4	-1.1	-0.7
OCCN1CCN(CC(O)COc2ccc3c(c2)OCO3)CC1 (stereo not drawn)	-1	-3	2	5	0	i	-5	-1.9	-1.1
CCOC(=O)C1CCC(=O)N1Cc1c[nH]c2ccccc12 (stereo not drawn)	-8	-2	0	-7	2	i	-2	-0.5	-1.1
CN1CCNC(=O)C1CC(=O)N1CC=C(c2ccc(F)cc2)CC1 (stereo not drawn)	-15	-2	-5	-9	5	i	-5	-0.2	-1.7
COc1ccc(CCN(C)C(=O)c2ccc(C)c(S(=O)(=O)N3CCCCC3)c2)cc1OC	0	2	0	1	-3	i	-10	-0.5	-0.3
CC(=O)Oc1cccc(C(=O)Nc2ccccc2NC(=O)c2cccc(OC(C)=O)c2)c1	-3	-2	5	9	0	i	0	-1.2	-1.1
CCCCn1c(SCC(=O)c2ccc3c(c2)NC(=O)CO3)nc2cc(S(N)(=O)=O)ccc21	-2	7	-13	-86	2	i	17	-0.9	-0.5
O=C(c1cnn2c(C(F)(F)F)cc(-c3cccs3)nc12)N1CCOCC1	-4	3	-1	3	-8	·	-3	1.2	0.1
CC(=O)Nc1ccc(NC(=O)CSCCc2ccccn2)cc1	-2	4	4	-3	2	i	-8	0.8	0.0
CCC(CC)=NNC(=O)c1ccccc1OCc1ccc(F)cc1	-3	-7	0	-5	0	i	-8	0.4	-0.8
Cc1nn(C)cc1S(=O)(=O)Nc1ncccn1	-5	-2	8	-1	-2	i	-5	0.4	-0.7
O=C1c2ccccc2-c2ccc(C(=O)N3CCOCC3)cc21	-2	-2	5	2	-6	i	-8	0.3	0.2

Single records, from the list above. Order of screens: bovine MsrA act, CSN deneddyl inh, eLon inh, MLLE-PAM2 inh, Rin1 Abl inh, Neddyl block, FAS-TE inh, MsrA inhibitor, TbMetRS inhib
Entry for CCOC(=O)c1ccc(S(=O)(=O)N2CCN(CC(O)COc3cccc(C(C)=O)c3)CC2)cc1 (stereo not drawn) → 0, 7, 8, 24, 1, i, 0, -0.6, -0.3
Entry for O=C(c1cnn2c(C(F)(F)F)cc(-c3cccs3)nc12)N1CCOCC1 → -4, 3, -1, 3, -8, ·, -3, 1.2, 0.1
Entry for OCCN1CCN(CC(O)COc2ccc3c(c2)OCO3)CC1 (stereo not drawn) → -1, -3, 2, 5, 0, i, -5, -1.9, -1.1
Entry for CC(=O)Nc1ccc(NC(=O)CSCCc2ccccn2)cc1 → -2, 4, 4, -3, 2, i, -8, 0.8, 0.0
Entry for CCC(=O)Nc1cc(OC)cc(OC)c1 → -2, -3, 2, 8, 4, i, -1, 0.7, -0.7

No enrichment for hits; 4% or so of the library scored in one or more.
